Tat transport – E. coli Tat transport inhibition; E. coli MC4100 TorA-mCherry Tat export, fluorescence; inhibition, % at 10 µM; hit rate 0.036% among 340,000;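 active = mean replicate inhibition at least 50% and at least half of replicates individually reaching 50%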;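 note: exported cargo escapes ClpAP degradation while cytoplasmic cargo is degraded and loses fluorescence; 0% = median of neutral control wells and 100% = median of NaSCN control wells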
PKA-R2B act – activators of human PKA-R2B complex; AID 504700; activation, % at 11.4 µM; hit rate 0.079% among 340,000; P22694+P31323; PKA-R2B holoenzyme dissociation, Cy5-IP20 fluorescence polarization; R2B truncated from residue 108, S112A mutant; 0% DMSO only, 100% 113 µM cGMP;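 active = activation above a cutoff set at the mean over all compounds plus 3 SD, cut at about 18% in these data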;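 note: higher means more holoenzyme dissociation and a rise in polarization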
Target sequence (P31323 whole entry, looked up, other chains not shown, the tested form may be a part): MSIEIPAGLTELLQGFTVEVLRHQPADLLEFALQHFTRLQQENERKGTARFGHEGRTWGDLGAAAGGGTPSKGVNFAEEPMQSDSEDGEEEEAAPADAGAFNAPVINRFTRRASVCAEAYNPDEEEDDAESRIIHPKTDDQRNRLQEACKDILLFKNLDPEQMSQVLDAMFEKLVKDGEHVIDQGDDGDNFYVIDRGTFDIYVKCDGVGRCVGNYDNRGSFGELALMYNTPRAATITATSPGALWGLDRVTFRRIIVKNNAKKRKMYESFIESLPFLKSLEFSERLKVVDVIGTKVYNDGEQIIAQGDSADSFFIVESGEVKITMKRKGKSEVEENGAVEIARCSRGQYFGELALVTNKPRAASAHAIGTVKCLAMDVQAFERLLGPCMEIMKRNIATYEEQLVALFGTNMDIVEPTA
HTR5A inv ctr – counter-screen for OPRM1-OPRD1 inverse agonists: human HTR5A inverse agonism. HTR5A cell line, luminescence. inhibition, % at 9.3 µM. hit rate 0.083% among 340,000. AID 504634; in the data active = inhibition mostly above about 23%, no sharp cut-off; inactive = mostly below about 18%;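 note: 0% = cells with DMSO and 100% = no-cell wells with DMSO; some compounds called inactive have numbers as strong as hits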
Target sequence (P47898 whole entry, looked up): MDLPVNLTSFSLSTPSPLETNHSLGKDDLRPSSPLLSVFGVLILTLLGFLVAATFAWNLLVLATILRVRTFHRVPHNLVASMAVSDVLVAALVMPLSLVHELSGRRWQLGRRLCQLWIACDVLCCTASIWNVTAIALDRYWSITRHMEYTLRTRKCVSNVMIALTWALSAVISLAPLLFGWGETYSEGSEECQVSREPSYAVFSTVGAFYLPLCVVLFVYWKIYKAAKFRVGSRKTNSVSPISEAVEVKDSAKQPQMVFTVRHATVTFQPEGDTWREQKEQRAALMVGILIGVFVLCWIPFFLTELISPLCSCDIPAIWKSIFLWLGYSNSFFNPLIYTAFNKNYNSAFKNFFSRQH
HTR5A ag – HTR5A agonism, opioid heterodimer counter-screen; HTR5A agonist assay, luminescence, cell-based; P47898; hit rate 0.61% among 340,000; activation, % at 9.3 µM; in the data active = activation mostly above about 9.5%, no sharp cut-off; inactive = mostly below about 7.6%;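 note: 0% = cells with vehicle only and 100% = reference agonist; strong numbers were not always called active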
AddAB inh – less growth of phage-infected E. coli with AddAB. E. coli expressing H. pylori AddAB, absorbance growth. hit rate 0.29% among 330,000. inhibition, % at 11.9 µM. AID 435030; in the data active = inhibition above about 12%;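 note: 0% = vehicle wells of infected cells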
E coli growth – reduces bacterial viability in AddAB counter-screen | inhibition, % at 11.9 µM | E. coli V3065 growth, OD600 absorbance, 18 h | hit rate 0.27% among 330,000;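 active = inhibition above the campaign's mean inhibition across all tested compounds plus 3 SD, cut at about 9.9% in these data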;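 note: uninfected addAB+ strain grown without phage in ampicillin broth; 0% = DMSO wells and 100% = ciprofloxacin 0.95 µg/ml wells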
DAGLB inhibitor – blocks human DAGLB lipase activity; inhibition, % at 5.17 µM; Q8NCG7; hit rate 0.059% among 340,000; AID 504411; HEK293T DAGLB membrane lysate, EnzChek fluorogenic substrate; in the data active = inhibition above about 34%;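 note: 0% = enzyme with vehicle and 100% = wells lacking enzyme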
CDK5 inh – blocks human CDK5/p35 kinase activity | inhibition, % at 10 µM | Recombinant CDK5/p35, ADP-Glo luminescence, 60 min | AID 488839 | Q00535+Q15078 | hit rate 0.01% among 330,000;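 active = highest replicate inhibition of at least 50% and at least 75% of replicates reaching 50%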;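 note: plate controls were DMSO neutral control for no effect and GW8510 at 10 µM for full effect; many of its hits are not listed in these tables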
phage Ecoli inh – E. coli growth loss with phage present; growth absorbance; inhibition, % at 11.9 µM; hit rate 0.26% among 360,000; in the data active = inhibition above about 11%
SUMO Mot1 rescue – SUMOylation pathway inhibition by Mot1-301 growth rescue; growth rescue, % at 18.8 µM; hit rate 1% among 320,000; S. cerevisiae Mot1-301 growth rescue, ATP luminescence, 38.5C; percent above DMSO median, 100 means doubled;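 active = every valid replicate shows activation above 250% relative to neutral control wells; inactive = the rest, any valid replicate at or below 250%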;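 note: OY570 slx delta 5 strain wells were the positive control but not used for scaling; some compounds called inactive have numbers as strong as hits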
PKA-R1A activ – PKA-R1A complex activation. hit rate 0.083% among 340,000. PKA-R1A dissociation, Cy5-IP20 fluorescence polarization; scaled: DMSO 0%, 113 µM cGMP 100%. activation, % at 11.4 µM. P00514+P68181;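 active = percent activation above the mean of all tested compounds plus 3 SD, cut at about 19% in these data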;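 note: higher means more PKAc released from R1A so a rise in polarization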
Active calls of the source: *; . = no result given; & = joins results of further samples.

SMILES | Tat transport | PKA-R2B act | HTR5A inv ctr | HTR5A ag | AddAB inh | E coli growth | DAGLB inhibitor | CDK5 inh | phage Ecoli inh | SUMO Mot1 rescue | PKA-R1A activ
CCOC(=O)[C@@H]1[C@H]2COc3ccc(Br)cc3[C@H]2N2C(=O)N(c3cccc(F)c3)C(=O)[C@]12C | -2.0 | -5.1 | -20.0 | 7.4 | 3.4 | 3.5 | -8.3 | -0.3 | 2.4 | -20.1 | 3.8
CCCCc1cc(=O)oc2cc(C)cc(O)c12 | -4.6 | -2.8 | -15.7 | 1.8 | 7.6 | 5.2 | -1.1 | 1.2 | 10.2 | 3.6 | -5.4
CCN(C(=O)CN1C=NS(=O)(=O)c2ccccc21)c1ccccc1 | 1.9 | -9.2 | -4.6 | 1.1 | -2.0 | -0.8 | 0.5 | 0.8 | 2.0 | -19.7 | -5.2
O=C(c1ccc(COc2ccccc2Cl)o1)N1CCN(Cc2ccc3c(c2)OCO3)CC1 | 10.0&7.3 | -5.0&7.3 | -5.6&11.3 | 2.3&-4.0 | 1.1&-1.8 | -1.5&-0.6 | -4.6&-0.3 | -0.7&-0.1 | 0.6&4.4 | -8.8&16.1 | -3.5&-7.7
COc1ccc(C(C(=O)NC2CCCCC2)N(Cc2ccco2)C(=O)c2snc(C(N)=O)c2N)cc1 (stereo not drawn) | -3.3 | -7.0 | 14.6 | 3.7 | . | . | -1.1 | 1.0 | 3.5 | . | -5.1
COc1ccc(O)c(/C=N/NC(=S)Nc2cccc(S(=O)(=O)N(C)C)c2)c1 | -10.5 | -11.2 | -1.2 | 2.6 | 4.5 | 2.3 | 12.8 | 2.6 | 0.9 | -0.1 | -10.6
Cc1c(Cl)c(C(F)(F)F)nn1CC(=O)NCc1ccco1 | 7.8 | 0.5 | 9.6 | -3.5 | 0.9 | 1.1 | 0.7 | 1.3 | 2.4 | -8.1 | -3.5
Cc1nn(-c2ccccc2)c(Cl)c1C(=O)NCCN(C)C | -17.0 | -4.9 | -6.2 | 15.4* | 1.1 | -1.9 | 0.4 | 1.6 | 1.9 | -6.0 | 13.2
COc1ccc(NC(=O)CSCC(=O)NCc2ccco2)cc1 | -0.7 | -5.4 | 12.3 | 5.1 | -1.6 | -0.3 | -0.4 | -1.2 | 1.1 | -0.5 | -5.6
Clc1ccc(CSc2nccn2Cc2ccccc2)cc1 | 5.2 | 2.1 | -5.6 | -0.4 | 3.6 | 1.7 | -3.8 | 0.3 | 2.5 | -5.3 | 2.7
Cc1cccc(S(=O)(=O)c2c(N)n(-c3ccccc3)c3nc4ccccc4nc23)c1 | 1.3 | 0.9 | -2.1 | 0.1 | -0.4 | 0.0 | -1.7 | 0.1 | 2.8 | -0.5 | -27.9
COc1ccc(NCc2nnc(SCC#N)n2-c2ccccc2OC)cc1 | -0.7 | -6.3 | -2.4 | -0.9 | -1.4 | 0.6 | 0.3 | -0.6 | 1.7 | -13.3 | -12.4
CS(=O)(=O)c1ccc2nc(NC(=O)CN3C(=O)C4CC=CCC4C3=O)sc2c1 (stereo not drawn) | 3.7 | -0.7 | 13.8 | -5.6 | -0.3 | 3.2 | 1.0 | 8.1 | 2.7 | 168.9 | -0.6
CCN(CC)C(=O)[C@H]1CC(CC(=O)NCc2ccco2)C(=O)N2CCc3c([nH]c4ccccc34)[C@]12C (stereo partly drawn) | -5.9 | -9.1 | -7.7 | 2.2 | 3.2 | -0.2 | -0.9 | 0.4 | 0.2 | -4.4 | -4.6
C=CCC[C@@H](Cc1ccc(F)cc1)C(=O)OC[C@H](Cc1c[nH]c2ccccc12)NC(=O)[C@H](CC=C)CC(=O)N(CCO)Cc1ccccc1 | -6.9 | -9.3 | 13.3 | -3.6 | 2.5 | -3.0 | -4.8 | -1.9 | 3.1 | . | -8.4
COc1ccc(C(=O)C2CCCN(C(=O)c3cccc(N4CCCC4=O)c3)C2)cc1OC (stereo not drawn) | 6.0 | -12.4 | 6.2 | 6.8 | . | . | 2.0 | -0.5 | -1.4 | . | 2.1
CC(=O)c1cccc(-n2nnnc2SCC(=O)Nc2cccc(NC(=O)c3ccco3)c2)c1 | 2.5 | -14.9 | -8.0 | -2.4 | 0.6 | -1.9 | -5.4 | 0.0 | 2.4 | 6.7 | -4.2
O=C(COC(=O)CNC(=O)C1CCCCC1)Nc1ccccc1OC(F)F | 3.0 | -6.6 | 2.2 | -0.9 | 3.5 | 1.2 | -1.0 | -0.2 | 2.0 | 74.4 | 1.4
COc1ccc(S(=O)(=O)N2CCCCC2)cc1NCC(=O)Nc1ccc(C)cc1 | 1.1 | -0.1 | 4.8 | 1.4 | 0.7 | 0.2 | -2.2 | -1.9 | 3.1 | -14.1 | -3.5
CC(C)(NS(=O)(=O)OCC(Cl)(Cl)Cl)c1ccccc1 | -3.1 | -17.2 | -33.7 | 12.5 | 3.9 | -2.6 | -1.9 | 0.4 | 3.8 | 369.4 | -2.5
O=C(Nc1ccc2c(c1)OCO2)C(c1ccccc1)N1CCN(C(=O)c2ccco2)CC1 (stereo not drawn) | 4.7 | -1.7 | -19.9 | 1.6 | -0.3 | -2.3 | -3.6 | -0.4 | 0.6 | . | 9.2
Cc1ccccc1N(C(=O)Cn1nnc(-c2cccs2)n1)C(C(=O)NCCC(C)C)c1ccco1 (stereo not drawn) | 9.6 | -6.2 | -3.7 | 1.0 | 2.6 | -0.3 | -4.4 | 2.7 | 3.3 | . | -10.6
O=C1C[C@H](c2ccc(O)cc2)Oc2cc(O[C@@H]3O[C@H](CO)[C@@H](O)[C@H](O)[C@H]3O)cc(O[C@@H]3O[C@H](CO)[C@@H](O)[C@H](O)[C@H]3O)c21 | 5.9 | 0.5 | 5.9 | 4.7 | 3.5 | -1.1 | 0.1 | -1.2 | 0.8 | 7.6 | 1.4
NC1=NC[C@H](c2ccccc2)N1CCc1cc(C(F)(F)F)cc(C(F)(F)F)c1 | 3.0 | -2.6 | -3.7 | 4.4 | 3.2 | 1.7 | 0.4 | -0.4 | 9.7 | 5.5 | 3.6
O=C(CCn1cnnn1)Nc1ccc(F)cc1 | 1.2 | -10.5 | 6.2 | -0.1 | -1.1 | 0.9 | -1.5 | 1.2 | 3.0 | -33.1 | -4.8
Cc1cc(C)n2c(SCCN3C(=O)c4ccccc4C3=O)nnc2n1 | 4.3 | 7.1 | 15.5 | -5.6 | 2.9 | -1.0 | -1.0 | 0.9 | 2.4 | -5.4 | 2.8
COc1cc(OC)c2ccc(=O)oc2c1 | -3.9 | -5.1 | 5.6 | 2.8 | 1.1 | 1.0 | -3.0 | -0.8 | 1.0 | . | -14.3
Cc1cc(NC(=O)CSc2nnc(NC(=O)C3CC(=O)N(c4ccccc4)C3)s2)no1 (stereo not drawn) | 17.1 | 5.5 | 12.7 | 1.5 | 0.3 | 1.5 | 1.1 | 1.0 | 4.5 | 41.7 | -9.0
Cc1sc(NC(=O)c2oc3ccccc3c2C)c(C#N)c1C | 4.0 | 9.2 | -44.5 | 2.0 | 1.7 | 3.1 | -4.5 | 0.0 | . | -5.0 | -7.2
Cc1ccc(Cl)c2c1NC(=O)C2(O)CC(=O)c1ccccc1O (stereo not drawn) | 1.4 | 0.4 | 27.4 | -3.9 | -2.1 | -3.8 | 1.3 | -0.2 | 1.8 | -7.8 | 3.9
Cc1cc(C)n(-c2nc(SCCN3CCOCC3)c3c4c(sc3n2)CCCC4)n1 | 1.1 | -7.7 | -22.6 | 7.6 | . | . | -2.7 | -2.3 | -2.1 | . | 3.3
Cn1nc([N+](=O)[O-])nc1Oc1ccccc1F | -9.0 | -6.5 | -5.2 | 1.9 | 0.5 | 1.0 | -2.3 | 1.3 | -0.7 | 286.1 | -9.6
CN(C(=O)NC1CCCCC1)c1ccccc1 | -8.2 | -5.2 | -9.5 | 3.8 | 3.9 | 2.2 | -0.2 | -1.8 | 2.2 | -11.2 | -6.8
COCCn1c(SCC(N)=O)nnc1-c1c[nH]c2ccccc12 | 6.0 | -3.1 | -19.7 | 6.5 | 4.9 | -0.4 | -2.4 | 0.1 | 1.7 | 1.1 | -6.5
NS(=O)(=O)c1ccc(CCNC(=O)Cc2ccccc2[N+](=O)[O-])cc1 | 1.3 | -16.8 | -1.3 | 0.5 | . | . | 3.5 | -1.6 | 2.8 | . | 6.9
COc1ccccc1-c1coc2cc(O)cc(O)c2c1=O | 0.8 | -4.5 | -14.7 | 1.9 | 1.1 | 0.2 | -4.0 | 0.7 | 3.9 | 9.1 | -2.2
C=CCN(C(=O)c1ccc2snnc2c1)c1ccccc1 | 2.9 | 3.5 | 12.0 | 0.7 | 3.9 | 1.6 | -2.8 | 0.4 | -0.8 | -13.0 | -6.7
CCc1ccc(C(=O)NCc2ccc(Cl)cc2Cl)cc1 | 4.2 | 8.5 | 9.5 | 3.4 | 0.9 | 0.9 | -7.3 | -0.2 | 4.0 | 7.2 | 0.2
Cc1ccc(C)c(NC(=S)NNc2ccc(F)cc2F)c1 | -18.3 | -7.8 | 6.0 | -2.5 | 1.5 | -1.1 | 1.5 | 0.7 | 3.0 | 64.9 | -12.8
CCOC(=O)CNc1nc(C(C)(C)C)nc2c1nnn2Cc1ccccc1 | 6.8 | 4.8 | -6.2 | 1.7 | 1.7 | 0.3 | -4.0 | -0.2 | 0.5 | -10.8 | -14.5
CCOC(=O)c1c(-c2cccs2)csc1NC(=O)CN(CC)CC | 15.0 | -15.9 | 22.4 | 0.5 | 0.0 | 1.0 | -16.6 | 0.7 | 3.3 | 29.5 | -2.3
O=C(Nc1ccc(C(=O)N2CCOCC2)cc1)C1CCCC1 | -4.8 | -0.2 | 10.6 | -2.9 | . | . | -5.2 | 1.6 | 4.1 | . | 2.6
S=C(NN=Cc1ccccn1)N(Cc1ccccn1)Cc1ccccn1 | -13.5 | -1.2 | 8.7 | -2.2 | . | . | 13.5 | 0.5 | 7.3 | . | 10.2
CC(NC1=CC(=O)c2cccnc2C1=O)C(O)c1ccccc1 (stereo not drawn) | -14.2 | -6.7 | -28.0 | 7.3 | . | . | -1.4 | -0.3 | 0.4 | . | -7.5
CS/C(N)=N/N=C/c1ccc2c(c1)OCO2 | -9.1 | -8.8 | -1.3 | -0.1 | -2.5 | -0.5 | -0.2 | 2.0 | 4.4 | 19.6 | -1.6
CCC(Oc1cc(Cl)ccc1Cl)C(=O)NNC(=O)CCC(=O)O (stereo not drawn) | 29.7 | -0.6 | -8.0 | 1.1 | -1.4 | 0.5 | 0.6 | -8.9 | 3.7 | -6.2 | -3.8
C#CCOCCOCCOCCNc1nc(N2CCN(C(=O)[C@H](CCC(=O)O)n3cc(C(N)[C@H](C)CC)nn3)CC2)nc(N2CCN(C(=O)[C@H](CCC(=O)O)n3cc(C(N)[C@H](C)CC)nn3)CC2)n1 (stereo partly drawn) | 5.9 | 3.2 | -3.6 | 1.3 | 3.5 | 2.1 | 1.5 | -1.8 | 1.9 | 6.0 | 6.2
CCOC(=O)Cc1csc(NC(=O)CN2CCCCC2)n1 | 3.0 | 0.7 | -4.5 | 1.2 | 2.4 | -0.3 | -0.7 | 1.2 | 0.3 | -8.1 | 0.8
